# M5 PAM: potentiates acetylcholine response at human M5 receptor. CHO-K1 hM5, Fluo-8 calcium, ACh EC20 PAM; 0% = ACh EC20, 100% = ACh EC100. activation, % at 3 µM. hit rate 0.3% among 360,000. AID 624038;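 active = activation above the run cutoff, the mean activation of all test compounds plus 3 SD, cut at about 18% in these data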
# Target sequence (P08912 whole entry, looked up): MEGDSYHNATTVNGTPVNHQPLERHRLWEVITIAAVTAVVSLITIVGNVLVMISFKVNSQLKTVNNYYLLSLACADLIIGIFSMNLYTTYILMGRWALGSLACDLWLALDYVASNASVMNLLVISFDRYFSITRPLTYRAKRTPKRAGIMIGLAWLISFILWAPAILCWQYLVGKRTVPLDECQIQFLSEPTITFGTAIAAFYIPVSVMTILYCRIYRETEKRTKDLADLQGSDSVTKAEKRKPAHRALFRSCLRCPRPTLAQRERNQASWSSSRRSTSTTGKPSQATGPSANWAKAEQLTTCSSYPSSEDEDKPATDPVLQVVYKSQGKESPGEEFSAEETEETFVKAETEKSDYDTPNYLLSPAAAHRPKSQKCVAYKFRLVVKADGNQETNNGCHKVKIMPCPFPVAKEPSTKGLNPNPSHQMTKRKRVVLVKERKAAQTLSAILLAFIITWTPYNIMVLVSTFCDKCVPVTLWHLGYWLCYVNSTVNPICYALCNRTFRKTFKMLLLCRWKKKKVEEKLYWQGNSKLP
#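 Replicates: One well per compound, no replicates | System: Human M5 receptor in CHO-K1 cells | Benchmarks: Low control EC20 acetylcholine (0%), high control EC100 acetylcholine (100%) | Probe or stimulus: Acetylcholine, EC20 level | Times: Fluo-8 loading 80 min at 37 °C plus 30 min room temperature | Signal: Intracellular calcium via Fluo-8 fluorescence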
# M4 ag: CHRM4 agonism in calcium assay; P08173; CHO-K1 hM4/Gqi5, Fluo-8 calcium fluorescence; vehicle 0%, full acetylcholine response 100%; hit rate 0.14% among 360,000; activation, % at 3 µM;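 active = activation above the run mean over all test wells plus 3 SD, cut at about 32% in these data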;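 note: peak over basal fluorescence ratio per well then scaled between controls; 0% = DMSO wells and 100% = acetylcholine at EC100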
# Target sequence (P08173 whole entry, looked up): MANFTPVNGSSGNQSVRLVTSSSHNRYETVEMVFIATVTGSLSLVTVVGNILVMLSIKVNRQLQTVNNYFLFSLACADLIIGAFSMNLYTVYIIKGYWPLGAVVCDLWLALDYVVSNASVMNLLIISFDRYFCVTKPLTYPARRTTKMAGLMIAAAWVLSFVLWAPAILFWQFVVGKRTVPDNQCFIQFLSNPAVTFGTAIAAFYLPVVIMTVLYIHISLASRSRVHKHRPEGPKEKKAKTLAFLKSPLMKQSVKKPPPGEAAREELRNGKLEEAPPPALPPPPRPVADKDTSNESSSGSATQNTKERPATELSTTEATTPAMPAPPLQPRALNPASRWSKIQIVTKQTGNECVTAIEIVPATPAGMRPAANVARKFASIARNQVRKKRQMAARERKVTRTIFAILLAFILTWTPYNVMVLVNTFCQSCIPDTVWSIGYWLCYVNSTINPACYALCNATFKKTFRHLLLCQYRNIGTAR
# CHRM1 PAM: potentiates human M1 receptor response to acetylcholine; P11229; CHO-K1 hM1, Fluo-8 calcium fluorescence, ACh EC20; 0% = ACh EC20, 100% = maximal ACh; activation, % at 3 µM; hit rate 0.088% among 360,000; in the data active = activation above about 19%, passing the limit was not always enough
# CHRM4 PAM: potentiates acetylcholine response at human M4 receptor. P08173. CHO-K1 hM4/Gqi5, Fluo-8 calcium fluorescence, ACh EC20; 0% = ACh EC20, 100% = maximal ACh. activation, % at 3 µM. hit rate 0.4% among 360,000. AID 624126;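 active = activation above its plate's cutoff, the mean activation of sample wells plus 3 SD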; note: some results filed as inactive read as strong as hits
# CHRM5 agonist: CHRM5 agonism in calcium assay. P08912. CHO-K1 hM5 cells, Fluo-8 calcium fluorescence; 0% DMSO wells, 100% maximal acetylcholine response. activation, % at 3 µM. hit rate 0.19% among 360,000. AID 624037;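 active = activation above the run's mean over test compounds plus 3 SD, cut at about 23% in these data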;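 note: signal is peak over basal fluorescence ratio across the kinetic read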
# CRFBP-R2 agonist: CRF-BP/CRF-R2 complex agonism; hit rate 0.46% among 350,000; AID 588473; activation, % at 13.2 µM; HEK293 CRF-R2/CRF-BP, calcium dye fluorescence (FLIPR); percent of saturating CRF peptide response;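 active = activation of at least 50%, plus an integration ratio under a set limit after plate pattern correction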;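 note: plate controls were neutral control wells without compound for no effect and CRF at EC100 for full effect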
# M4 antag: antagonists of human muscarinic M4 receptor (CHRM4); hit rate 0.73% among 360,000; inhibition, % at 3 µM; P08173; CHO-hM4 cells, ACh EC80, Fluo-8 calcium fluorescence; AID 624125;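 active = inhibition above its plate's cutoff, the mean inhibition of sample wells plus 3 SD, cut at about 27% in these data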;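 note: 0% = acetylcholine EC80 with DMSO and 100% = DMSO without agonist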
# M5 antag: blocks acetylcholine activation of human M5 receptor. P08912. AID 624040. inhibition, % at 3 µM. hit rate 0.59% among 360,000. CHO-hM5 cells, Fluo-8 calcium fluorescence, ACh EC80;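 active = inhibition above a per-plate cutoff, the mean of that plate's test compounds plus 3 SD, cut at about 27% in these data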;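 note: 0% = acetylcholine EC80 with DMSO and 100% = DMSO without agonist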
# M1 antag: blocks human M1 muscarinic receptor. P11229. CHO-K1 hM1, Fluo-8 calcium fluorescence, ACh EC80 antagonist. inhibition, % at 3 µM. hit rate 1.3% among 360,000;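 active = percent inhibition above its own plate's cutoff, namely the mean of that plate's compound wells plus 3 SD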;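 note: peak over basal fluorescence ratio during 140 s after agonist addition; 0% = ACh EC80 plus DMSO and 100% = DMSO alone without agonist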
# An asterisk follows results filed as active; . = not tested or not shown; & = joins results of further samples.
SMILES,M5 PAM,M4 ag,CHRM1 PAM,CHRM4 PAM,CHRM5 agonist,CRFBP-R2 agonist,M4 antag,M5 antag,M1 antag
COCCN(Cc1cn(C)nc1-c1ccc(Oc2ccccc2)cc1)C(C)C,3.8,0.2,-2.9,-7.7,-1.1,-0.3,-1.8,2.3,-3.1
Cc1ccc(C(=O)Nc2cc(Cl)ccc2-n2cncn2)s1,-1.2,0.6,8.6,9.3,-4.8,0.9,-2.9,9.4,-6.0
COc1cc(C=O)ccc1OS(=O)(=O)c1ccccc1[N+](=O)[O-],-2.1,3.2,8.4,7.8,0.1,-0.6,-3.6,-3.5,-4.8
Nc1nc(NCc2ccccc2)nc(NCc2ccccc2)c1[N+](=O)[O-],2.2,0.1,11.2,5.5,1.7,0.0,8.5,3.2,-7.8
CC1CCCCC12NC(=O)N(CC(=O)NCCc1ccccc1)C2=O (stereo unspecified),-5.4,0.8,6.0,3.7,-1.1,1.7,-0.9,20.0,-9.6
CCCCN1CC(=O)N2[C@H]3c4ccccc4OC[C@@H]3[C@H](c3ccccc3)[C@]2(C)C1=O,-2.0,4.8,1.9,-4.1,3.9,0.8,0.3,7.6,-7.1
Cc1ccc(CN2C(=O)CSC2c2cccnc2)cc1 (stereo unspecified),12.6,0.9,14.6,13.6,4.7,0.9,-2.6,-5.3,-16.3
Cc1nc(Nc2nc3c(c(=O)[nH]2)CCC3)nc2ccccc12,9.0,1.0,5.5,28.8,-1.6,1.2,6.4,-7.6,-33.2
CCOC(=O)C1CCCN(S(=O)(=O)Cc2ccc(Cl)cc2)C1 (stereo unspecified),-2.5,0.2,2.5,-1.2,0.2,0.5,8.2,2.8,-1.8
CC1CCCCN1C(=S)Nc1ccc(OC(F)F)cc1 (stereo unspecified),-4.6,5.5,0.8,4.2,1.3,2.1,1.8,7.1,2.0
O=C(NCc1cccnc1)C(=O)NCC(c1ccco1)N1CCN(c2ccccc2)CC1 (stereo unspecified),-10.0,5.2,-3.0,-6.9,3.6,0.4,2.3,2.5,13.3
C=CCC[C@@H](Cc1ccc(F)cc1)C(=O)OC[C@H](Cc1c[nH]c2ccccc12)NC(=O)[C@H](CC=C)CC(=O)N(CCO)Cc1ccccc1,-6.6,4.7,-6.5,-6.6,-0.1,4.1,13.7,12.1,10.5
CCC(C)(C)C1CCc2[nH]nc(C(=O)NC3CCCC3)c2C1 (stereo unspecified),-13.3,1.2,-11.5,1.1,-9.5,-2.2,-0.9,-4.4,3.5
COc1ccc(Cl)cc1N1C(=O)CC(Sc2ccccc2N)C1=O (stereo unspecified),-13.6,20.4,-7.5,-4.5,-0.8,-0.1,9.7,9.0,19.2
CC1(C(=O)Nc2ccc3c(c2)OCO3)CCN1Cc1cccc2c1OCO2 (stereo unspecified),-2.6,6.6,-5.8,-5.9,-1.6,.,-6.8,-1.2,-7.8
O=C(NC1CCCCC1)C(c1ccncc1)n1c(=O)c(-c2ccccc2)nc2ccccc21 (stereo unspecified),-0.9,2.2,.,5.9,3.3,.,1.1,-0.9,.
C=CCSc1nc(-c2ccccc2)c2cc(Cl)ccc2n1,0.7,-0.3,4.2,-28.8,-2.6,0.4,-13.5,-1.6,-14.9
Cc1ccc(C)c(N2CCN(C(=O)CCCn3ncn4c(cc5occc54)c3=O)CC2)c1,-8.0,5.6,2.5,0.7,-0.1,-0.1,5.8,12.2,4.1
FC(F)(F)c1ccc(Oc2ccc3ccccc3c2Br)nc1,-6.1,-1.4,-8.0,1.6,-1.5,3.4,3.3,2.2,3.5
Cc1cc(C)nc(SCC(=O)Nc2ccc(S(=O)(=O)NCCO)cc2)n1,-1.3,0.4,7.4,-5.0,1.1,-0.7,13.0,-5.1,-2.5

# Nothing new here: entries from further up.
SMILES,M5 PAM,M4 ag,CHRM1 PAM,CHRM4 PAM,CHRM5 agonist,CRFBP-R2 agonist,M4 antag,M5 antag,M1 antag
CCC(C)(C)C1CCc2[nH]nc(C(=O)NC3CCCC3)c2C1 (stereo unspecified),-13.3,1.2,-11.5,1.1,-9.5,-2.2,-0.9,-4.4,3.5
COc1ccc(Cl)cc1N1C(=O)CC(Sc2ccccc2N)C1=O (stereo unspecified),-13.6,20.4,-7.5,-4.5,-0.8,-0.1,9.7,9.0,19.2
CC1(C(=O)Nc2ccc3c(c2)OCO3)CCN1Cc1cccc2c1OCO2 (stereo unspecified),-2.6,6.6,-5.8,-5.9,-1.6,.,-6.8,-1.2,-7.8
O=C(NC1CCCCC1)C(c1ccncc1)n1c(=O)c(-c2ccccc2)nc2ccccc21 (stereo unspecified),-0.9,2.2,.,5.9,3.3,.,1.1,-0.9,.

# New compounds follow:
SMILES,M5 PAM,M4 ag,CHRM1 PAM,CHRM4 PAM,CHRM5 agonist,CRFBP-R2 agonist,M4 antag,M5 antag,M1 antag
CCCc1nnc(SCC(=O)Nc2ccc(Cl)cc2Cl)o1,4.3,0.6,19.1,5.3,-1.4,-0.9,-26.7,8.0,-19.2
COc1ccc(NC(=O)C2CCN(S(=O)(=O)c3ccc(OC)c(OC)c3)CC2)cc1,-2.3,1.9,4.8,7.8,-0.2,-2.1,-4.6,4.5,-11.3
Cc1ccc(NC(=O)N2CCC(O)(c3cccnc3)CC2)cc1,-5.6,0.9,-0.4,-3.4,-0.9,-3.1,-2.1,5.2,-3.5
CCN1C(=S)SC(=O)C1=C1C=C(C)N(CCO)C(C)=C1,-2.7,5.0,-4.9,0.1,-0.5,5.5,-5.6,-6.8,2.8
CCOc1ccc(/C=C2\CCC(C3CCCC3)C2=O)cc1 (stereo unspecified),-0.8,0.2,13.7,-2.9,-1.2,-0.5,-0.9,10.3,-14.9
COc1cccc(C(=O)OCC(=O)Nc2ccc(N3CCOCC3)cc2)c1,5.0,0.5,8.4,11.9,-0.1,-1.6,1.4,0.5,-7.5
N#Cc1c(N2CCCC2)nsc1-c1ccccc1,-4.3,-0.5,-2.5,-3.9,-3.1,-10.4,4.6,17.6,2.4
Cc1cc(C)c2nc(N3CCN(C(=O)c4cccs4)CC3)sc2c1,-9.4,2.5,8.2,6.7,-7.1,-5.6,0.1,3.4,-3.3
COc1ccc(-n2cc(CNCCc3cnc[nH]3)c(-c3cccc(F)c3)n2)cc1,3.6,4.4,12.0,-5.2,-0.8,0.1,-0.7,-5.8,-8.3
C=CCn1c(SCc2nc3cc(C(=O)OC)ccc3c(=O)[nH]2)nc2sc(CC)cc2c1=O,3.6,-1.3,-4.9,0.6,2.4,4.7,-0.6,-2.7,3.5
Cc1cc(NC(=O)c2c(F)cccc2Cl)n(-c2nc3ccccc3[nH]2)n1,-7.9,-1.9,-0.9,-1.6,-4.7,-1.6,12.5,-0.5,-1.2
COc1cccc(N2C(=O)Nc3ccc(Br)cc3C2(O)C(=O)NCCCOC(C)C)c1 (stereo unspecified),-1.4,0.1,1.3,0.7,-2.6,-0.5,-2.4,9.7,1.9
COc1cccc(C(O)c2nc3ccccc3n2C(C)C)c1OC (stereo unspecified),-2.3,0.4,-0.4,-5.5,1.1,-0.3,0.2,-2.0,-1.4
CN(NC(=O)CN1C(=O)c2ccccc2C1=O)C1=NS(=O)(=O)c2ccccc21,-2.5,0.7,9.2,7.9,-2.8,3.2,6.3,2.5,-1.2
c1ccc(-c2cn3c4c(sc3n2)CCCC4)cc1,-0.1&1.3,-0.1&0.4,10.2&10.0,-1.4&3.4,0.8&0.5,3.4&-1.3,-0.4&3.0,14.6&2.2,-6.8&0.7
O=C(CC[C@H]1O[C@@H](n2cnc3c(NC(=O)c4ccccc4)ncnc32)[C@H](O)[C@@H]1O)N[C@@H](CO)Cc1c[nH]c2ccccc12,10.1,2.2,6.3,8.1,1.6,.,-2.1,2.4,-30.4
CCc1ccccc1NC1c2ccccc2C(=O)N1Cc1ccco1 (stereo unspecified),8.8,-1.2,1.4,4.7,-5.7,-0.1,-4.5,-2.2,-13.9
c1ccc(CCc2nc(-c3cccnc3)no2)cc1,-0.6,0.7,3.6,-2.1,-2.9,-0.7,-6.6,-2.7,-19.1
COc1ccc(O)c(/C=N/N=C2/C(=O)Nc3ccccc32)c1,4.2,1.2,3.9,8.7,0.3,4.4,-11.4,5.2,1.7
O=C(/C=C/c1ccc2c(c1)OCO2)c1ccc(O)cc1O,1.9,9.2,0.0,11.7,-8.4,-2.8,-11.2,-5.1,-11.2
CCn1nc(C(=O)NNS(=O)(=O)c2cc(/C=C/C(=O)O)cc(OC)c2OC)c2ccccc2c1=O,-3.6,0.8,8.2,4.8,5.4,-3.3,-0.1,2.5,-18.6
CCN(CC(=O)NCc1cccs1)C(=O)CN(C)S(=O)(=O)c1ccc(C)cc1,0.0,0.5,-8.6,1.6,-1.3,0.0,-9.7,-3.1,8.4
COc1ccc(NC(=S)N2CCC(c3nc4ccc(Cl)cc4[nH]3)CC2)c(OC)c1,-3.3,4.3,1.8,-2.4,-1.9,-1.0,-3.2,1.6,-16.0
COc1ccc(C2C3=C(CCCC3=O)N(CC(=O)O)C3=C2C(=O)CCC3)cc1Cl,-1.9,0.2,-0.9,-1.3,-3.5,-1.1,10.7,11.1,2.9
CCCn1c(CC)nc([N+](=O)[O-])c1Sc1ncn[nH]1,-3.4,1.1,13.3,1.3,-1.2,2.9,-4.2,2.2,-13.8
O=C(/C=C/c1ccco1)NCCCN1CCN(CCCNC(=O)/C=C/c2ccco2)CC1,4.1,0.6,-5.5,3.3,-2.9,0.5,-3.4,2.7,-0.3
O=C(CSc1ccc(-c2ccco2)nn1)c1cccc([N+](=O)[O-])c1,-3.9,3.9,2.9,2.5,0.4,-1.4,-4.6,-1.6,-4.6
Cc1cccc(NC(=O)CN2CCN(C(=O)c3cccc(-n4cnnn4)c3)CC2)c1C,-9.5,0.5,-2.4,1.7,3.7,4.8,5.3,2.2,2.9
CCn1c(SCC(=O)Nc2c(C)n(C)n(-c3ccccc3)c2=O)nc2c1c(=O)n(C)c(=O)n2C,5.9,0.9,14.0,4.6,-3.1,-4.1,-7.6,0.5,-7.5
Cc1ccc(-c2nn(-c3ccccc3)cc2C=O)o1,-1.8,0.0,9.7,-6.2,-3.0,-0.9,6.8,11.6,-13.3
CC(CCc1ccco1)NC(=O)CCc1nnc2ccc(NCc3ccc(Cl)cc3)nn12 (stereo unspecified),1.7,1.0,6.5,-2.8,-0.6,0.2,-4.9,8.5,-7.9
O=C(O)CNCC1COc2ccccc2O1 (stereo unspecified),-2.7,1.3,2.9,-2.6,0.1,1.0,3.4,-0.9,-2.3
Cc1ccc(C(=O)OCC(=O)N(C)C2CCS(=O)(=O)C2)cc1S(=O)(=O)N1CCCCC1 (stereo unspecified),9.0,0.4,9.5,17.1,0.2,-0.5,-0.4,-0.8,-12.2
O=S(=O)(c1cccc2cccnc12)N1CCN(c2ccc(F)cc2)CC1,6.5,0.5,10.0,2.7,0.7,2.5,-7.2,-2.6,-14.4
COc1cc(NC(=O)c2cnc(N)s2)cc(C(=O)Nc2cccc(C(F)(F)F)c2)c1,-3.6,2.2,-2.9,-5.0,1.9,2.1&1.1,4.3,8.2,3.1
O=S(=O)(Cc1cc(NCc2ccccc2)nc(-c2ccccn2)n1)c1ccccc1,8.9,2.1,14.7,5.0,-0.2,-0.1,-4.9,-10.7,-4.1
CC(C)(C)c1nc(SCC(=O)NCc2ccco2)c2ccccc2n1,1.5,-1.4,14.1,6.2,3.2,0.3,2.4,-7.2,-12.7

# From PubChem
